# SRC2 inh – inhibits human steroid receptor coactivator 2; Q15596; HEK293 GAL4-SRC2 luciferase reporter, luminescence; inhibition, % at 9 µM; 0.17% of 370,000 active; AID 651957;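 active means inhibition above the mean inhibition of all tested compounds plus 3 SD, set per campaign, cut at about 52% in these data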;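 further: 0% = DMSO treated cells and 100% = cells given Gossypol at 36 µM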
# SRC1 inh – human NCOA1 inhibition | HEK293 GAL4-SRC1 luciferase reporter, luminescence | inhibition, % at 3.6 µM | AID 588354 | 0.12% of 360,000 active;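 active means inhibition above the campaign mean plus 3 SD, with each screening campaign given its own cutoff, cut at about 60% in these data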;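 further: 0% = DMSO treated cells and 100% = gossypol at 36 µM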
# SRC3 inh – inhibitors of human steroid receptor coactivator 3 (SRC3). Q9Y6Q9. HEK293 GAL4-SRC3 luciferase reporter, luminescence. inhibition, % at 3.6 µM. 0.17% of 360,000 active. AID 588352;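 active means inhibition above a per-campaign cutoff, the mean of all compounds plus 3 SD, cut at about 60% in these data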;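 further: 0% = DMSO-treated cells and 100% = gossypol-treated cells at 36 µM; higher means less SRC3-driven luciferase light from the GAL4 reporter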
# Target sequence (Q9Y6Q9 whole entry, looked up, the tested form may be a part): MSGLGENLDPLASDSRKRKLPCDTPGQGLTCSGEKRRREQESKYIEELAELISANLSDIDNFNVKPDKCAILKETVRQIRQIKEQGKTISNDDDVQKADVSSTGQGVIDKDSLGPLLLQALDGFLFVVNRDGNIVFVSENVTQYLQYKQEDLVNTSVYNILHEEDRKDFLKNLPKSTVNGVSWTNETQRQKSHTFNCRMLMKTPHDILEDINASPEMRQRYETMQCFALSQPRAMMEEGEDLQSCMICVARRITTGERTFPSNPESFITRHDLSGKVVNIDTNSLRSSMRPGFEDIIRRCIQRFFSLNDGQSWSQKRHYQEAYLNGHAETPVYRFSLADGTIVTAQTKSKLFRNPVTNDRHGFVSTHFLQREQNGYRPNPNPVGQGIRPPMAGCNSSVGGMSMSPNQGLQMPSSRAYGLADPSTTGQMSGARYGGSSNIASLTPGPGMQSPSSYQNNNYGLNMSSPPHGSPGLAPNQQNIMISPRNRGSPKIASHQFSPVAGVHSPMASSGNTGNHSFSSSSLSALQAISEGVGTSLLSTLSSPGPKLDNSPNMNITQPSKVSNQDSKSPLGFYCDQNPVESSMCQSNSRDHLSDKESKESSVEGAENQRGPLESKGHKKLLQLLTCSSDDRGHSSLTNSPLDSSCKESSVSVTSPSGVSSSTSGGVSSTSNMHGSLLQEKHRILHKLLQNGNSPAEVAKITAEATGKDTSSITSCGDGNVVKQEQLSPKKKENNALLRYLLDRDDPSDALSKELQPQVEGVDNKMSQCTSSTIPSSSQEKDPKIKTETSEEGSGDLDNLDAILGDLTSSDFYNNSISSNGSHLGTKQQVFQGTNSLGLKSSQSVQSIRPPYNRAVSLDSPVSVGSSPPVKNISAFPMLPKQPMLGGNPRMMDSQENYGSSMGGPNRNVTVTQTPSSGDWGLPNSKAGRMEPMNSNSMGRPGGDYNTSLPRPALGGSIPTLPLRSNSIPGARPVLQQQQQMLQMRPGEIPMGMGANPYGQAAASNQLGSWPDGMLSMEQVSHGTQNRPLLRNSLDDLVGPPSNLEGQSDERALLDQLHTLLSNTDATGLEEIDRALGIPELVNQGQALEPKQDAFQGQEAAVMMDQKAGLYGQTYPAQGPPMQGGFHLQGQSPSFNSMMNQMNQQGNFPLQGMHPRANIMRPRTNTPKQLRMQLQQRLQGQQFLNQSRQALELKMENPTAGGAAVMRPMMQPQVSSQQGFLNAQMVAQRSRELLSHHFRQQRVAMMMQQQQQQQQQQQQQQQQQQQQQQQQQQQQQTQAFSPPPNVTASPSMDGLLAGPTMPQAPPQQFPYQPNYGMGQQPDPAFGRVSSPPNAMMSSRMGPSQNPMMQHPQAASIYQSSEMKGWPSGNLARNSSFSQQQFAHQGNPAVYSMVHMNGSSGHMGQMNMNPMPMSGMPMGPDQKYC
# LMP1 NFkB inh – reduces LMP1-driven NF-kappaB luciferase signal. LMP1-induced NF-kappaB luciferase reporter cells, luminescence. inhibition, % at 12.5 µM. 0.69% of 350,000 active. AID 504558; in the data active means inhibition above about 41%;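 further: 0% = neutral control wells and 100% = reference inhibitor control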
# MC4R barr agon – human MC4R agonism via beta-arrestin. 0.98% of 360,000 active. AID 540308. activation, % at 8.9 µM. P32245. U2OS MC4R beta-arrestin complementation, luminescence; percent of melanotan II response, DMSO zero;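 active means activation above a per-plate cutoff, the mean activation of sample wells on that plate plus 3 SD, cut at about 8% in these data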
# TLR9-MyD88 block – inhibitors of human TLR9-MyD88 binding | 0.21% of 340,000 active | Q9NR96+Q99836 | AID 504734 | CHO BLA complementation TLR9-MyD88, CCF4 FRET ratio | inhibition, % at 4.98 µM;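 active means inhibition above the mean over all tested compounds plus 3 SD, cut at about 21% in these data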;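 further: 0% = DMSO only wells and 100% = clavulanate BLA inhibitor control wells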
# ABHD5 PLIN5 PPI – inhibitors of human ABHD5-perilipin-5 interaction. Q00G26+Q8WTS1. Split G. princeps luciferase complementation, luminescence, 4 h. inhibition, % at 4 µM. 0.78% of 360,000 active. AID 602281;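 active means inhibition above the mean inhibition across every tested compound plus 3 SD, cut at about 22% in these data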;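 further: 0% = DMSO only wells and the 100% control is not disclosed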
# NOD2 RIPK2 PPI – inhibitors of human NOD2-RIPK2 interaction | 0.38% of 360,000 active | inhibition, % at 4.98 µM | CHO BLA complementation NOD2-RIPK2, CCF4 ratio; in the data active means inhibition above about 21%;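 further: 0% = vehicle only and 100% = reference blocker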
# NR5A2 inv ag – inverse agonists of human LRH-1 (NR5A2); O00482; HEK293T StAR-luciferase reporter, LRH-1 transfected, 24 h; inhibition, % at 3.6 µM; 0.13% of 360,000 active; AID 602396;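 active means inhibition above the mean inhibition of all tested compounds plus 3 SD, cut at about 73% in these data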;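 further: 0% = DMSO wells and 100% = reporter-only cells lacking LRH-1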
# MC4R antagonist – blocks human MC4R cAMP signaling; P32245; MC4R-expressing cells, MTII-stimulated cAMP, LANCE TR-FRET; inhibition, % at 6.5 µM; 0.48% of 360,000 active;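 active means inhibition above its plate's cutoff, the mean of tested wells on that plate plus 3 SD, cut at about 29% in these data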;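 further: 0% = Melanotan II alone and 100% = Melanotan II plus saturating MCL0020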
#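 Test system: U2OS cells stably expressing human melanocortin 4 receptor (MC4R); also added: Melanotan II challenge; compound: 6.5 µM single dose; timing: 30-min compound preincubation, 1-h Melanotan II challenge, 1-h detection, room temperature; signal: Eu-cAMP/anti-cAMP TR-FRET, emission 671 nm; repeats: one well per compound, no replicates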
# COUP-TFII inh – NR2F2 (human) inhibition, primary screen; P24468; HEK293T NGFI-A luciferase reporter, luminescence; inhibition, % at 8.6 µM; 0.7% of 370,000 active;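 active means inhibition above a per-plate cutoff, mean inhibition of test wells between control levels plus 3 SD, cut at about 38% in these data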;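 further: cells cotransfected with COUP-TFII expression vector driving the NGFI-A reporter; 0% = median of COUP-TF2 test wells and 100% = reporter-only cells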
# * = called active by the depositor; . = no result given. A portion of the library. The share of hits here may be higher or lower than overall.
No.	SRC2 inh	SRC1 inh	SRC3 inh	LMP1 NFkB inh	MC4R barr agon	TLR9-MyD88 block	Compound	ABHD5 PLIN5 PPI	NOD2 RIPK2 PPI	NR5A2 inv ag	MC4R antagonist	COUP-TFII inh
1	9	-48	-4	-6	-0.9	-4	Cc1ccccc1NC(=O)c1c([N+](=O)[O-])cnn1C	3	-3	6	6	3
2	-21	10	-5	0	0.8	-12	O=C(NCc1ccncc1)c1nnc(Cc2c(F)cccc2Cl)o1	6	3	-4	8	-10
3	5	7	10	1	-1.9	2	COc1ccccc1C(=O)NC(CCSC)C(=O)OCC(=O)N1CCCC1=O (configuration not stated)	-5	1	-11	29*	-15
4	-2	-5	4	1	0.4	-1	COc1ccc(CCNC(=O)CN(c2ccccc2OC)S(C)(=O)=O)cc1	1	-4	-18	4	-4
5	21	4	-7	7	0.3	9	Oc1ccc(Cl)cc1Cc1cc(Cl)ccc1O	-8	-14	-5	3	3
6	-3	16	41	79*	2.7	9	Oc1c(CN2CCCCC2)cc(COCc2ccccc2)c2cccnc12	11	-12	14	7	-3
7	-1	2	2	7	-1.7	3	CCn1c(SCC(=O)c2ccccc2)nc2sc3c(c2c1=O)CCN(C)C3	7	8	0	10	7
8	-7	-24	12	-2	4.1	3	CCN(CC)CCN(C(=O)c1ccc(Br)s1)c1nc2cc3c(cc2s1)OCCO3	5	-17	-19	-6	5
9	0	6	2	-1	0.4	-4	CCn1c(SCC(=O)Nc2nncs2)nnc1-c1ccco1	-6	-6	-50	6	-6
10	-4	1	-6	.	0.4	.	COCCNC(=O)C1(C)CCN(C(=O)c2ccc(F)c(C)c2)C1 (configuration not stated)	6	-3	-10	1	-3
11	-12	-2	17	-5	-1.2	5	CCC1CCCCN1C(=O)c1ccc(OC)c(OC2CCN(C(C)C)CC2)c1 (configuration not stated)	2	-9	-6	-1	-20
12	13	-9	-4	-7	0.3	-6	Clc1ccc(-c2noc(CCCc3ccccc3)n2)cc1	-1	-1	16	-1	-6
13	0	-5	22	-6	-4.7	11	COc1ccc(CCNC(=O)C(=O)NCC2OCCN2S(=O)(=O)c2cccs2)cc1 (configuration not stated)	-5	-2	6	-2	12
14	15	-13	11	-7	-1.4	-12	COC(=O)CN(c1ccccc1[N+](=O)[O-])S(=O)(=O)c1ccccc1	1	-10	23	-6	19
15	-42	-4	10	0	0.0	5	CCOC(=O)/C=C1\CC(=O)Nc2cc(C)c(C)cc2N1	-2	-10	-8	-1	3
16	-2	-10	-5	.	-1.4	.	CC(=O)Nc1cccc(-c2ccnc3c2CC(C)(C(=O)Nc2ccc(F)c(Cl)c2)O3)c1 (configuration not stated)	1	-4	5	-2	-16
17	15	-5	26	1	1.2	-6	CCOC(=O)C1=C(C)NC(=S)NC1c1cccs1 (configuration not stated)	1	-6	-3	8	-5
18	8	4	3	3	-0.7	-1	Cc1ccc(CSCC(=O)Nc2cc(S(=O)(=O)N3CCOCC3)ccc2OC(C)C)cc1	-5	-16	-10	-3	7
19	8	5	8	10	-1.1	-9	O=S1(=O)N=C2CCCN2C(c2ccc(F)cc2)N1 (configuration not stated)	-3	5	-4	3	-5
20	-3	15	7	-7	-2.2	-7	c1ccc2c(c1)nc(N1CCOCC1)c1nncn12	-2	-3	8	7	-4
21	-24	-18	7	4	-1.2	-1	CCC(C)NC(=O)C1c2cc(OC)c(OC)cc2C(=O)N(C)C1c1ccc(OC)cc1 (configuration not stated)	1	-2	15	4	9
22	21	8	0	9	-0.9	0	Cc1cc2oc(=O)cc(-c3ccccc3)c2c(C)c1-c1ccc(C#N)cc1	-3	3	55	0	12
23	2	-4	12	7	0.0	7	COc1ccc(-c2cc(C(=O)N3CCN(c4ccccc4)CC3)c3ccccc3n2)cc1OC	8	1	6	6	12
24	4	0	5	-12	-1.9	-5	CN(C)C(=O)CN1CCN(c2nc3nonc3nc2N2CCCCC2)CC1	-2	5	3	11	7
25	-15	19	25	-5	-1.5	-1	O=S(=O)(c1ccc(F)c(F)c1F)N1CCN(C(=S)NCc2ccccc2)CC1	-2	-4	2	1	6
26	-69	-4	12	15	1.6	-3	Cc1ccc(CN2CCN(/N=C/c3cc(Br)cc(Br)c3O)CC2)cc1	-23	-4	28	0	-3
27	7	6	9	-12	-1.0	4	CSc1nnc(C)c(=O)n1COC(=O)COc1ccccc1F	-5	-2	7	12	-18
28	-44	14	12	-3	-1.3	4	CCOc1ccccc1NC(=O)NCCN1CCCCC1	1	5	7	2	3
29	-37	-5	-8	28	-0.8	3	COc1cc(NS(=O)(=O)c2ccc(Br)cc2)c(OC)cc1NC(=O)c1ccco1	-3	0	3	5	13
30	1	-7	14	0	0.3	0	CN(C(=O)c1ccc(C#N)cc1)c1nnc(-c2cnccn2)s1	0	-5	11	9	-9
31	-12	-3	18	-18	1.1	7	Cc1ccsc1/C=N\NC(=O)Cn1nnc2ccccc21	-1	0	18	-6	6
32	-12	.	.	.	.	.	CC1(C(=O)Nc2ccc3c(c2)OCCO3)CN(S(C)(=O)=O)CC(=O)N1CCc1c[nH]c2ccccc12 (configuration not stated)	2	-4	-1	.	7
33	-6	4	12	6	0.1	-2	CC(=O)Nc1ccc(S(=O)(=O)Nc2ccc(S(=O)(=O)Nc3ncccn3)cc2)cc1	8	3	13	-4	-4
34	2	-24	-53	4	-1.3	0	COc1ccc(-c2cc(C(=O)N3CCCCCC3)c3ccccc3n2)cc1	3	0	-19	11	-6
35	-42	-8	14	-12	-0.9	2	Oc1ccc2ccccc2c1/C=N/c1nc2c(s1)CCCC2	-12	-3	11	0	7
36	16	-12	5	7	1.1	0	N#Cc1ccc(C(=O)N(Cc2ccccc2)c2ccccc2)cc1	-2	3	-19	5	1
37	-57	-106	-76	-1	-2.3	3	Cc1nc2sc(-c3ccccc3)nn2c(=O)c1Br	0	-9	-93	24	-52
38	-5	5	13	22	4.1	-6	CCc1ccc(OCC(=O)NNC(=O)CSc2ncnc3sc(C)c(C)c23)cc1	5	-9	7	3	10
39	7	-11	10	-3	-0.1	-10	CCCn1c(=O)c2c(C(F)(F)F)cc(-c3cccs3)nc2n(CCC)c1=O	-6	5	7	2	-1
40	-8	-6	-3	0	0.1	5	CCCCc1c(C)nc2nc(SCc3ccc(Cl)cc3)[nH]n2c1=O	-13	-2	-7	1	-11
41	-23	-1	17	8	-1.6	1	CNC(=O)NC(=O)COC(=O)c1ccccc1OCc1ccccc1	0	-5	14	0	-16
42	-5	-6	17	-2	-2.5	-10	COc1ccc(OC)c(NC(=O)COC(=O)/C=C/c2ccco2)c1	9	6	2	-3	0
43	-10	-16	-8	12	-0.2	5	CC1(C)C=C2[C@H]3CC[C@@H]4[C@@]5(C)CCC(=O)C(C)(C)[C@@H]5CC[C@@]4(C)[C@]3(C)CC[C@@]2(C(=O)O)CC1	-4	0	10	-4	0
44	-1	-11	3	2	-0.6	1	CCOC(=O)N1CCN(Cc2cn3ccccc3n2)CC1	-4	5	-4	7	7
45	11	7	8	0	-0.2	-14	COC(=O)C1CC(C(=O)OC)C2C(C(=O)OC)CC(C(=O)OC)C12 (configuration not stated)	7	1	-1	2	7
46	-39	-72	-86	-6	-1.5	-7	Cc1ccc(NC2=C(Cl)C(=O)c3ccccc3C2=O)cc1	1	-3	-37	1	-13
47	-17	-11	-11	-8	-1.7	-5	CN(C)c1cccc(C(=O)NCc2ccccc2Cl)c1	-6	-13	-21	3	-1
48	-5	8	-12	1	-2.5	6	Cc1ccccc1CN1C(=O)C(O)(CC(=O)c2ccncc2)c2ccccc21 (configuration not stated)	0	8	12	-18	13
49	13	2	-1	-1	-2.8	0	CCC(=O)Nc1ccc(Cl)c(NC(=S)NC(C)=O)c1	-5	-51	-10	15	-6
50	-30	-21	7	2	-2.0	1	COc1cccc(C(=O)NC2CCN(CC(=O)NCc3ccccc3F)CC2)c1	1	-5	17	5	3
51	-24	-3	2	3	0.1	-7	Cc1cccc(NC(=O)/C(C#N)=C/c2ccccc2Cl)n1	7	0	3	6	-1
52	-12	-21	10	4	0.0	-5	CCOC(=O)C1(CC2CC2)CCN(Cc2cn(C)c3ccccc23)CC1	3	9	13	15	-5
53	3	-15	-2	3	-2.2	-7	Cc1ccc(C(=O)c2c3ccc(N)cc3nn2CCC(N)=O)cc1	-12	-6	-7	7	-6
54	-1	6	7	8	1.6	-3	COc1ccc(Cl)cc1NC(=O)CN1CCN(S(=O)(=O)N2CCC(C)CC2)CC1	8	-4	-13	-6	-11
55	-3	-1	2	4	0.7	-3	CCOC(=O)C1C(=O)C=C(c2cccs2)CC1c1ccccc1 (configuration not stated)	2	-2	9	6	0
56	-19	-2	34	-1	-2.3	5	O=C(O)c1cc(NS(=O)(=O)c2ccc(N3CCOCC3)c([N+](=O)[O-])c2)cc(C(=O)O)c1	1	1	11	6	4
57	32	-4	-18	5	-0.4	1	Cc1c(CCC(=O)NCCC(=O)O)c(=O)oc2c(C)c3oc4c(c3cc12)CCCC4	-2	-3	-5	-1	27
58	9	9	-3	2	-1.6	10	CCn1nc(C)cc1-c1nnc(SCC(=O)Nc2ccccc2)n1CCCOC	3	3	-11	0	1
59	-10	-5	8	-6	1.1	1	COc1cccc(N(C(=O)c2snc(C(N)=O)c2N)C(C(=O)NCc2ccccc2)c2ccc(O)cc2)c1 (configuration not stated)	-5	0	-11	24	-22
60	-14	6	-2	-20	-2.1	2	CCN(C[C@H]1N[C@@](C)(C(=O)OC)[C@H]2C(=O)N(Cc3ccccc3)C(=O)[C@@H]12)C(=O)Nc1ccc(Cl)cc1	7	0	17	7	15

# Next section
No.	SRC2 inh	SRC1 inh	SRC3 inh	LMP1 NFkB inh	MC4R barr agon	TLR9-MyD88 block	Compound	ABHD5 PLIN5 PPI	NOD2 RIPK2 PPI	NR5A2 inv ag	MC4R antagonist	COUP-TFII inh
61	-11	9	10	5	-1.6	8	Cc1ccc(CNC(=O)c2cc(=O)c3ccc(C)cc3o2)cc1	-3	3	8	3	18
62	-32	-22	-17	-10	9.6*	-2	Nc1c(-c2cccs2)cnn1-c1nc(-c2ccc(F)cc2)cs1	0	-3	-5	-1	-11
63	13	-1	1	1	-3.3	6	COCCCN1C(=O)/C(=C\c2cccs2)C(C(=O)OC)=C1C	-2	-4	5	2	-10
64	1	10	19	27	-1.4	6	Cc1cccc(NC(=O)c2cc3c(=O)n4ccccc4nc3n(CC(C)C)c2=N)c1	0	-18	13	7	-9
65	2	7	5	-12	-1.5	-7	CN(Cc1ccccc1)C(=O)c1ccccc1C(=O)O	-1	-10	-6	7	2
66	-8	-6	-12	.	.	.	Cc1nc(-[n+]2nc(-c3ccncc3)nn2-c2ccccc2)sc1C	1	-10	29	.	13
67	-24	-57	-7	9	-1.1	-1	CCC1CCCCN1CCCNC(=O)CCCOc1cc(=O)n(C)c2ccccc12 (configuration not stated)	0	3	10	-3	-53
68	-35	-5	0	12	-1.6	-9	C/C=C/C=N/Nc1nc(C)cc(=O)[nH]1	-4	-9	6	1	-11

# Assay outcomes deposited in PubChem BioAssay by several laboratories.
